Screening data (PubChem)
Artemis inh: inhibitors of human Artemis endonuclease activity. AID 686954. inhibition, % at 10 µM. Q96SD1. actives 0.78% (n = 30,000). recombinant Artemis, quenched FAM hairpin cleavage fluorescence;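 active means at 10 µM dose, at least 30% inhibition, measured as corrected fluorescence normalized to stimulator and neutral control wells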
Target sequence (Q96SD1 whole entry, looked up): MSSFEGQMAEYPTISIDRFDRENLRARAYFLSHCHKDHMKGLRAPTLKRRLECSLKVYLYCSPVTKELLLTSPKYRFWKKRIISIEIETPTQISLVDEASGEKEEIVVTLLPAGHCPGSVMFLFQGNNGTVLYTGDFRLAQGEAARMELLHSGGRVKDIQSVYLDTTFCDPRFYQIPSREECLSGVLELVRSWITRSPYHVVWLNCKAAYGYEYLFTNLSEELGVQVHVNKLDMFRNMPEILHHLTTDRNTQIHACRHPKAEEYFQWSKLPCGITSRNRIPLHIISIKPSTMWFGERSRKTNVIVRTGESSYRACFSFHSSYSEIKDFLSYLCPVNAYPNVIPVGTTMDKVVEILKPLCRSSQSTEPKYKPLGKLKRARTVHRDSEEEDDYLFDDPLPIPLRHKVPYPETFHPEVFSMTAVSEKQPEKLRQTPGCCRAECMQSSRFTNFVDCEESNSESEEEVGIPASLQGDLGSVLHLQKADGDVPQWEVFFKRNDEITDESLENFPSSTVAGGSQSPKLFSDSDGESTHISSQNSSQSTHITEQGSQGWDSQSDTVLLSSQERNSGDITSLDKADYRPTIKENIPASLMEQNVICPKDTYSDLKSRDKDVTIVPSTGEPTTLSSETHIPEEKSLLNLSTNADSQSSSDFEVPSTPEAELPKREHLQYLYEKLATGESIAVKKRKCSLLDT
Active calls of the source: *. Only part of the results is shown; rates above refer to the full screens.

nr	structure	Artemis inh
1	COc1cccc(NC(=O)Cn2c(=O)n(CCCC(=O)NCc3ccco3)c(=O)c3ccccc32)c1	-3
2	CCNC(=O)NC(=O)CSc1ccc(NC(C)=O)cc1	-7
3	Cc1cc(C)c(S(=O)(=O)N(C2=NCCS2)S(=O)(=O)c2c(C)cc(C)cc2C)c(C)c1	8
4	COc1ccc(N2CCN(c3nc4ccccc4nc3NS(=O)(=O)c3ccccc3)CC2)cc1	17
5	O=C1CC(c2cccs2)Sc2nc3ccccc3n21 (stereo unspecified)	10
6	CCOC(=O)CC1ON(C)C(=O)N1c1ccc([N+](=O)[O-])cc1 (stereo unspecified)	1
7	CCOC(=O)c1sc(NC(NC(=O)c2ccco2)(C(=O)OC)C(F)(F)F)nc1C (stereo unspecified)	-3
8	N#Cc1c(/N=C/c2ccco2)sc2c1CCC2	1
9	CCOC(=O)c1cnn(-c2ccccc2)c1NC(=O)CSc1nnc(-c2cccs2)n1CC	-3
10	CC(C)(C)c1ccc(SCC(N)=O)cc1	7
11	CCCCN1Cc2cc(C(=O)c3cc(F)ccc3O)cnc2NC1=O	-6
12	CCc1cc2ccc(C)cc2nc1SCC(=O)N1CCN(C(=O)c2ccco2)CC1	18
13	CCc1nc(N)c(C#N)c(-c2ccccc2OC)c1C	-1
14	CCOc1ccccc1NC(=O)Cc1coc2cc(C)ccc12	-4
15	COc1ccc(-c2nc(S(=O)(=O)c3ccc(C)cc3)c(N3CCCC3)o2)cc1	-9

As entered above.
Artemis inh with #12 stands at 18
Artemis inh with #4 stands at 17
Artemis inh with #13 stands at -1
Artemis inh with #8 stands at 1

More results follow.
nr	structure	Artemis inh
16	CC1CCc2cc(F)cc3c(O)c(C(=O)NCc4ccco4)c(=O)n1c23 (stereo unspecified)	12
17	Cn1c(=O)[nH]c(=O)c2c1nc(NCc1ccccc1)n2CC(O)c1ccccc1 (stereo unspecified)	-9
18	Cc1c(Cl)c([N+](=O)[O-])nn1Cc1ccc(C(=O)N/N=C\c2cccc(Br)c2)o1	14
19	Cc1cccc(NC(=O)c2sc(Cl)nc2-c2ccccc2)c1	6
20	Cn1c(NCCCO)nc2c(c1=O)C1(CCCCC1)Cc1ccccc1-2	-12
21	CCC(=O)c1ccc(OCc2ccc(C(=O)OC)o2)c(OC)c1	1
22	CCN1CCN(C(=S)Nc2ccccc2Cl)CC1	-7
23	N#Cc1c(N2CCN(C(=O)c3ccccc3)CC2)nc(-c2ccccc2)c2c1CCCC2	12
24	CCOC(=O)c1[nH]c2ccc(OC)cc2c1NC(=O)CCN1CCCC(C)C1 (stereo unspecified)	5
25	Cc1sc2nc3n(c(=O)c2c1C)CCCCC3	-6
26	C=CCSc1nc2ccccc2n1S(=O)(=O)c1ccc(C)cc1	-2
27	Cc1nc(SCC(=O)N2c3ccccc3Sc3ccccc32)n[nH]1	-9
28	CC(C)(C)NC(=O)c1nc2ccccc2s1	-2
29	CCN(C(=O)CSc1nc2ccccc2n1CCc1ccccc1)C1CCS(=O)(=O)C1 (stereo unspecified)	-7
30	NC(=O)/C(=C/c1ccco1)NC(=O)c1ccc(Br)o1	7
31	CCOC(=O)c1ccccc1NC(=O)c1nc2nccc(C)n2n1	7
32	COc1cccc(/C=N\Nc2nncc(-c3ccccc3)n2)c1	3
33	Cc1cc(C(=O)N2CCc3ccccc32)c2cc(F)ccc2n1	13
34	Cc1occc1-c1nnc(SCC(=O)c2ccccc2)n1CC1CCCO1 (stereo unspecified)	-2
35	CCOC(=O)C1=C(C)N(C)C(=O)NC1c1cccc(O)c1 (stereo unspecified)	-17
36	CCOC(=O)c1c(C)nc2sc3c(c2c1-c1ccc(OC)cc1)NC(c1ccc(OC)cc1)NC3=O (stereo unspecified)	5
37	CC(=O)c1sc2nc(SCC(=O)N3CCCCC3)[nH]c(=O)c2c1C	7
38	CCN(CC)c1ccc(NC(=O)C2CC3CCC2C3)cc1 (stereo unspecified)	4
39	O=C1CC(c2ccco2)Cc2nc(N3CCc4ccccc4C3)ncc21 (stereo unspecified)	16
40	O=C1c2ccccc2C(=O)c2c1oc(C(F)(F)F)c2C(=O)c1ccccc1	42*
41	Cc1ccc2c(c1)NC(=O)c1cccnc1N2	5
42	CC(C)CCNc1nc(-c2ccco2)c2c(c1C#N)CCCC2	9
43	CN(C(=O)COC(=O)COc1ccc(Cl)cc1)C1CCCCC1	5
44	CCNC(=O)NC(=O)CSc1nc2ccccc2n1CCOC	-3
45	COC(=O)c1ccc(/C=N/N2CCN(Cc3ccccc3)CC2)cc1	0
46	CCOc1cc(S(=O)(=O)N2CCN(CC)CC2)ccc1Cl	-5
47	O=c1[nH]c2ccc(Cl)cc2c(=O)n1Cc1ccco1	6
48	Cc1ccc(C(=O)NC(Cc2c[nH]c3ccccc23)C(=O)O)o1 (stereo unspecified)	5
49	CCn1c(=N)n(CC(=O)c2ccc(OC)cc2)c2ccccc21	-5
50	Cc1ccc2c(c1)NC(=O)CC(c1ccccc1)=N2	-6
51	Cc1c(C)[n+](=O)c2c(n1[O-])CCC2	-1
52	Cc1ccc(C(=O)N/C(=C\c2cccs2)C(=O)NCCCn2ccnc2)cc1C	2
53	CCCN=C1N/C(=C\c2ccco2)C(=O)N1c1ccccc1	-5
54	Cc1cccc(NC(=O)CSc2nc(C)c(CC(=O)c3ccc(Br)cc3)c(C)c2C#N)c1C	2
55	CCOC(=O)N1CCN(c2nnnn2-c2ccccc2)CC1	3
56	CC(C)C(=O)N(c1ccc2oc(=O)sc2c1)S(=O)(=O)c1cccs1	-7
57	CC(=O)OCC(=O)NCc1ccc2c(c1)OCO2	-4
58	COc1ccc(-c2nnn(Cc3nc(N)nc(N4CCOCC4)n3)n2)cc1OC	-3
59	CCOCCCNC(=O)C(NC(=O)CC1NC(=O)NC1=O)c1ccc(Cl)cc1 (stereo unspecified)	-1
60	O=c1c2ccccc2ncn1Cc1nc2ccccc2s1	-1
61	COc1cc(C(=S)N(C)C)ccc1O	1
62	CC(C)(O)C#CC#CCN1CCOCC1	-5
63	O=C(O)c1ccc(Cn2cc(Cl)cn2)cc1	4
64	CCS(=O)(=O)n1nc(-c2ccc(C)cc2)nc1N	6
65	Cc1ccc2oc(-c3ccc(C)c(NC(=O)Cc4cccs4)c3)nc2c1	6
66	N#Cc1c(N)nc2c(c1N)CC(CO)O2 (stereo unspecified)	-3
67	CS(=O)(=O)N(CC(=O)NCc1ccco1)Cc1ccc(Cl)cc1	6
68	Cc1cc(=O)[nH]c(SCC(=O)c2ccccc2)c1C#N	1
69	O=C(CCN1CCCC1Cc1ccccc1)c1ccc2c(c1)OCCO2 (stereo unspecified)	-6
70	O=C(CNS(=O)(=O)c1ccc(Br)s1)N1CCN(c2ncccn2)CC1	-2
71	O=C(c1cnn2c(C(F)F)cc(-c3ccccc3)nc12)N1CCN2CCCC2C1 (stereo unspecified)	4
72	CCOC(=O)c1c(NCc2ccc3c(c2)OCO3)c2ccccc2[nH]c1=O	11
73	CCCCC(=O)Nc1cccc(NC(=O)C(C)C)c1	-4
74	CCOC(=O)c1c(C)nc2sc3c(c2c1-c1ccc(OC)cc1)NC(c1ccccc1)NC3=O (stereo unspecified)	0
75	Cn1c(/C=C/c2ccc([N+](=O)[O-])o2)nc2ccccc2c1=O	7

Random excerpt: four compounds from above
nr	structure	Artemis inh
73	CCCCC(=O)Nc1cccc(NC(=O)C(C)C)c1	-4
75	Cn1c(/C=C/c2ccc([N+](=O)[O-])o2)nc2ccccc2c1=O	7
61	COc1cc(C(=S)N(C)C)ccc1O	1
71	O=C(c1cnn2c(C(F)F)cc(-c3ccccc3)nc12)N1CCN2CCCC2C1 (stereo unspecified)	4

(cont.)
nr	structure	Artemis inh
76	CSc1nnc(-c2ccccc2)c(=O)[nH]1	7
77	COc1cc(C(=O)Oc2cc(C)cc(C)c2)cc(OC)c1OC	5
78	COc1ccc([N+](=O)[O-])cc1NC(=O)CSc1ccccc1	4
79	COc1ccc2c(c1)[nH]c1c(=O)n(Cc3ccccn3)cnc12	-7
80	Cc1c(Cl)ccc2c1NC(=O)[C@]21[C@@H]2C(=O)N(Cc3ccccc3)C(=O)[C@@H]2[C@@H]2CCCN21	4
81	COc1ccc(C(C(=O)NC2CCCC2)N(C(=O)c2ccco2)c2ccc(OC)c(OC)c2)cc1 (stereo unspecified)	5
82	CC(C)N1CC=C2C(C#N)=C(N)C(C#N)(C#N)C(c3ccccc3)C2C1 (stereo unspecified)	-9
83	COc1cc2c(cc1OC)CN(CC(=O)Nc1ccccc1C#N)CC2	-7
84	COc1cc(S(=O)(=O)N2CCN(C(=O)c3ccccc3F)CC2)c(OC)cc1NC(C)=O	6
85	COc1ccc(/C=C2/C(=O)N=C3SCCN32)cc1	-7
86	Cc1nc(CS(=O)(=O)c2ccc(Cl)cc2)cc(N2CCOCC2)n1	-4
87	O=C(Oc1ccc(-c2ccccc2)cc1)N1CCCCC1	0
88	N/C(COc1ccc(C(=O)O)cc1)=N\O	6
89	Cc1noc(C)c1S(=O)(=O)N(C)CC(=O)NCc1ccccc1	-5
90	COc1ccc(OCCCc2c(C)n[nH]c2C)cc1	2

Numbers 76 through 80 from above:
nr	structure	Artemis inh
76	CSc1nnc(-c2ccccc2)c(=O)[nH]1	7
77	COc1cc(C(=O)Oc2cc(C)cc(C)c2)cc(OC)c1OC	5
78	COc1ccc([N+](=O)[O-])cc1NC(=O)CSc1ccccc1	4
79	COc1ccc2c(c1)[nH]c1c(=O)n(Cc3ccccn3)cnc12	-7
80	Cc1c(Cl)ccc2c1NC(=O)[C@]21[C@@H]2C(=O)N(Cc3ccccc3)C(=O)[C@@H]2[C@@H]2CCCN21	4

Continued.
nr	structure	Artemis inh
91	COCCNC(=O)c1ccc(N2CCCCC2)c(NS(=O)(=O)c2ccc(C)cc2)c1	6
92	O=C(NC1CCN(Cc2ccccc2)CC1)C1CCN(S(=O)(=O)c2cccc3nsnc23)CC1	-2
93	COC(=O)Cc1c(C)nc2nc(NCc3c(F)cccc3Cl)[nH]n2c1=O	-10
94	COc1ccc(/C(O)=C2/C(=O)C(=O)N(CCN(C)C)C2c2ccccc2)cc1Cl (stereo unspecified)	13
95	COc1ccc(NC(=O)CSc2nccn2-c2cccc(OC)c2)cc1	-7
96	CCN1CCc2c(C#N)c(N3CCOCC3)nc(NCCO)c2C1	-3
97	O=c1c2c(nc3cc(-c4ccccc4)[nH]n13)CCS2	-5
98	CCc1ccccc1N(C)C(=O)CCc1nc(-c2ccc(C)cc2)no1	4
99	CCOc1ccc(NC(=O)C2CCC(N3C(=O)C4CC=CCC4C3=O)CC2)cc1 (stereo unspecified)	-2
100	CCCc1nc2ccccc2c(=O)n1/N=C/c1ccc(O)c(O)c1	15
101	O=C(NCc1ccco1)c1c[nH]c2ccc(S(=O)(=O)N3CCOCC3)cc2c1=O	-3
102	COC(=O)c1sc(S(=O)(=O)N2CCC(C(N)=O)CC2)c(C(=O)OC)c1C	-2
103	COc1ccc(OCC(O)Cn2c(Nc3ccccc3)nc3c2c(=O)n(C)c(=O)n3C)cc1 (stereo unspecified)	13
104	CS(=O)(=O)N1CCN(c2ccc([N+](=O)[O-])c(N3CCOCC3)c2)CC1	-1
105	CC1=CC(=O)C=CC1(C)C(Cl)Cl (stereo unspecified)	-4

Some of these compounds in order of molar mass, high to low:
nr	structure	Artemis inh
92	O=C(NC1CCN(Cc2ccccc2)CC1)C1CCN(S(=O)(=O)c2cccc3nsnc23)CC1	-2
94	COc1ccc(/C(O)=C2/C(=O)C(=O)N(CCN(C)C)C2c2ccccc2)cc1Cl (stereo unspecified)	13
102	COC(=O)c1sc(S(=O)(=O)N2CCC(C(N)=O)CC2)c(C(=O)OC)c1C	-2
104	CS(=O)(=O)N1CCN(c2ccc([N+](=O)[O-])c(N3CCOCC3)c2)CC1	-1
96	CCN1CCc2c(C#N)c(N3CCOCC3)nc(NCCO)c2C1	-3

More compounds
nr	structure	Artemis inh
106	C=CCn1c(SCC(=O)Nc2cc(C)on2)nc2sc(C)c(C)c2c1=O	2
107	COc1ccc(CC(=O)N2CCOCC2)cc1	3
108	Cc1cc(NC(=O)C2CCCCC2)nc2c1c(=O)oc1ccccc12	23
109	Nc1nc(-c2ccco2)c(-c2ccco2)s1	8
110	O=C(CN1CCN(CC(=O)Nc2ccccn2)CC1)Nc1ccccn1	-10
111	Cc1ccc(C)c(N(CC(=O)NCc2ccc3c(c2)OCO3)C(=O)CCC(=O)Nc2ccccn2)c1	9
112	O=C(Nc1cccc2ccccc12)N1CCN(c2ccccc2)CC1	-12
113	CCOC(=O)N1CCN(S(=O)(=O)c2ccc(OC)c(Cl)c2Cl)CC1	0
114	CC1CCCN(S(=O)(=O)c2cccc(-c3cn4cccnc4n3)c2)C1 (stereo unspecified)	1
115	Cc1cc(N2C(=O)C(=O)/C(=C(/O)c3ccc(F)cc3)C2c2cccc(Br)c2)no1 (stereo unspecified)	20
116	O=C1c2ccccc2C(=O)N1CCCCSc1nnc2ccccn12	-4
117	CC(C)C(=O)Nc1sc2c(c1-c1nc3ccccc3[nH]1)CCCC2	4
118	Cc1cccc(-n2ccnc2SCC(=O)Nc2nccs2)c1C	2
119	CC(CC(=O)Nc1nc2ccccc2[nH]1)c1ccccc1 (stereo unspecified)	0
120	COc1cccc(NC(=O)Nc2ccc3c(c2)nnn3C)c1	-6
121	Cn1c(=N)n(CC(O)c2ccco2)c2ccccc21 (stereo unspecified)	1
122	COc1ccc(C2(C(=O)Nc3cc(C)on3)CCOCC2)cc1	-7
123	COC(=O)CC1(c2cccc3ccccc23)C(=O)c2ccccc2C1=O	2
124	N#Cc1c(C(F)(F)F)cc(-c2ccccc2)nc1SCC(=O)Nc1sc2c(c1C#N)CCC2	-3
125	CN1C(=O)CC(N2CCN(C(c3ccccc3)c3ccccc3)CC2)C1=O (stereo unspecified)	10
126	CC1CN(C2CCCCC2)c2nc3c(c(=O)n(C)c(=O)n3C)n2C1 (stereo unspecified)	3
